NadD block = inhibitors of S. aureus NadD, primary screen, biochemical, colorimetric, uHTS; AID 602399, 2012; inhibition, % at 20 µM; purified NadD enzyme, colorimetric absorbance read-out; actives 0.78% (n = 360,000); Nicotinate-nucleotide adenylyltransferase NadD (Staphylococcus aureus N315); in the data active = inhibition above about 26%; also: some compounds past the cut are filed as inactive
CendR NRP1 mod = modulators of CendR peptide binding to NRP-1, primary screen, biochemical, fluorescence polarization, uHTS; inhibition, % at 25 µM; actives 0.85% (n = 360,000); FAM-RPARPAR peptide binding to NRP-1;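 active = inhibition or corrected inhibition above about 18%, plus a signal ratio from 0.5 to 1.5, limit read from the data, passing the limit was not always enough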; also: strong numbers were not always called active
MT1-MMP act inh = blockers of MT1-MMP proenzyme processing, primary screen, HT1080 RFP-PRO-GFP cells, GFP/RFP fluorescence | GFP/RFP ratio fluorescence, overnight; percent of plate control window, DMSO zero | GFP/RFP ratio change, % at 20 µM | actives 0.061% (n = 360,000) | AID 651647, 2012;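 active = GFP/RFP ratio change of at least 30% with cell ATP level not reduced by more than half and red fluorescence within 50% of control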; also: strong numbers were not always called active
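Compound: 20 µM single dose, 1% DMSO / System: HT1080 RFP-PRO-GFP cells / Controls: DMSO and RFP-L50D-GFP cell wells / Read-out basis: GFP/RFP fluorescence ratio / Schedule: overnight compound exposure at 37 °C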
SUMO1 PPI mod = modulators of SUMO1 protein-protein interactions, primary screen, biochemical, uHTS | SUMO1 binding to a labelled peptide, TR-FRET, 1 h | Small ubiquitin-related modifier 1 (Homo sapiens), P63165 | inhibition, % at 20 µM | actives 0.33% (n = 360,000); in the data active = inhibition above about 37%
Target sequence (P63165 whole entry, looked up): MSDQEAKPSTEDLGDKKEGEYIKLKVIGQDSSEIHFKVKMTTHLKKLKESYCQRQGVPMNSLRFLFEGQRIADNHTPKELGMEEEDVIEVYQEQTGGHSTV
DNMT1 block = human DNMT1 methyltransferase inhibitors, primary screen, biochemical, molecular beacon, fluorescence, HinP1I cleavage, uHTS; inhibition (reported as % activation of signal), % at 10 µM; actives 0.83% (n = 360,000); in the data active = inhibition above about 50%
STEP block = STEP phosphatase inhibitors, primary screen, biochemical, fluorescence intensity, uHTS. AID 588621, 2011. actives 0.25% (n = 360,000). inhibition, % at 20 µM. Tyrosine-protein phosphatase non-receptor type 5 (Homo sapiens), P54829. recombinant STEP, OMFP fluorogenic substrate;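 active = inhibition at 20 µM, scaled per plate between control wells, above about 37%, limit read from the data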;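 also: 0% = DMSO with enzyme and substrate and 100% = substrate only without enzyme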
Target sequence (P54829 whole entry, looked up): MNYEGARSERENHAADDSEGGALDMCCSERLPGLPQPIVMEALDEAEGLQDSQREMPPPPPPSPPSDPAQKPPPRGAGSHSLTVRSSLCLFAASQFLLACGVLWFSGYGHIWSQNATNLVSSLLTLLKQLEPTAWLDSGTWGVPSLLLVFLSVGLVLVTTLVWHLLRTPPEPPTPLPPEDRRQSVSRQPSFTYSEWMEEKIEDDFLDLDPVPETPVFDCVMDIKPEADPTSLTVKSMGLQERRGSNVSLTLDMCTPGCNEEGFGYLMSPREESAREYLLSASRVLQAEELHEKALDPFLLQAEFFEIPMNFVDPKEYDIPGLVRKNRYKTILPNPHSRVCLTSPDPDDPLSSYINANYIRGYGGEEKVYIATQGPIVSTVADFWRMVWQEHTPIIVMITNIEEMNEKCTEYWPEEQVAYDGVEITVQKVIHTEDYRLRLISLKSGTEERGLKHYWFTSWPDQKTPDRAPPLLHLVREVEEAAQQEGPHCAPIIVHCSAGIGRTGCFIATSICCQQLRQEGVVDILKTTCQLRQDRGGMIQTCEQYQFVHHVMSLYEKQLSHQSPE
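System: isolated STEP enzyme; schedule: 20 min enzyme reaction at room temperature, protected from light; medium: Bis-Tris buffer pH 6.0, 2.5 mM DTT, 0.005% Tween 20; signal: fluorescence, 480/540 nm; dosing: single compound dose of 20 µM, 1% DMSO final; also added: OMFP substrate, 25 µM final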
Scp-1 inhibitor = Scp-1 phosphatase inhibitors, primary screen, biochemical, colorimetric, uHTS; actives 0.88% (n = 340,000); inhibition, % at 20 µM; Recombinant Scp1, phosphopeptide, malachite green phosphate absorbance; Carboxy-terminal domain RNA polymerase II polypeptide A small phosphatase 1 (Homo …;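 active = inhibition above about 50% at 20 µM, limit read from the data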;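 also: plate controls were DMSO wells with enzyme for no effect and wells lacking enzyme for full effect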
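Material: truncated SCP-1 phosphatase (76-261aa) / Buffer or medium: 50 mM Tris acetate pH 5.5, 0.005% Tween-20, 10 mM MgCl2 / Compound dosing: one concentration, 20 µM, with 1.0% DMSO / Incubation: 45 min room-temperature reaction, 5 min colour, 30 min stabiliser / Detection: colorimetric free-phosphate detection, absorbance 630 nm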
SKN-1 block = suppressors of acrylamide-induced Pgst-4::GFP reporter in worms, primary screen, SKN-1 inhibitor project, whole organism, uHTS, GFP/RFP fluorescence ratio, strain VP596. C. elegans VP596 Pgst-4::GFP/RFP ratio, 24 h. actives 0.49% (n = 360,000). AID 624304, 2012. inhibition, % at 21.8 µM;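 active = interference check ratio from 0.5 to 1.5 plus GFP to RFP signal ratio inhibition reaching or exceeding a fixed threshold, cut at about 30% in these data, passing the limit was not always enough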; also: some compounds called inactive have numbers as strong as hits
Rpn11 block = Rpn11 (PSMD14) deubiquitinase inhibitors, primary screen, biochemical, fluorescence polarization, uHTS. 26S proteasome non-ATPase regulatory subunit 14 (Homo sapiens), O00487. human 26S proteasome, Ub4-pepOG fluorescence polarization; 20S core pre-blocked with epoxomicin. calls only at 20 µM. actives 0.59% (n = 360,000). AID 588493, 2011;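 active = inhibition at 20 µM, scaled to each plate's controls, above about 33%, limit read from the data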
LMPTP inh = LMPTP phosphatase inhibitors, primary screen, biochemical, fluorescence intensity, uHTS; Low molecular weight phosphotyrosine protein phosphatase (Homo sapiens), P24666; recombinant LMPTP-A, OMFP fluorogenic substrate; inhibition, % at 20 µM; actives 0.22% (n = 360,000); AID 651560, 2012;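 active = compounds that cut the enzyme signal by at least half of the control window in the single-dose screen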;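 also: plate controls were DMSO wells with enzyme plus substrate for no effect and substrate without enzyme for full effect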
Target sequence (P24666 whole entry, looked up): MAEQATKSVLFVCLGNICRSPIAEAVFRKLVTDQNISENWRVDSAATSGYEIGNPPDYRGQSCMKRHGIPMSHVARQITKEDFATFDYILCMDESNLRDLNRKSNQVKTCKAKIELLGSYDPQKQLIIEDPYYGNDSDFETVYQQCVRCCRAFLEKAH
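Test system: LMPTP-A phosphatase enzyme; input: 0.625 nM LMPTP-A final; reagent: OMFP substrate, 400 µM final; compound dosing: 20 µM single dose, 3% DMSO; incubation: 50 min dark incubation at room temperature; measured by: endpoint fluorescence intensity from OMFP dephosphorylation; measure: % inhibition relative to no-enzyme and uninhibited control wells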
Starred values were filed as active, the others as inactive; i = inactive; · = no result given.

no.	smiles	NadD block	CendR NRP1 mod	MT1-MMP act inh	SUMO1 PPI mod	DNMT1 block
1	Cc1noc(C)c1S(=O)(=O)Nc1ccc(C(=O)N2CCc3ccccc3C2)cc1	0.8	3.7	9.4	3.6	-1.7
2	Cc1cccc(Cl)c1NNC(=O)Nc1c([N+](=O)[O-])c(C)nn1C	-6.6	-0.2	-0.3	-0.3	3.2
3	O=C(c1ccccc1)c1nnc(-c2ccccc2F)o1	-2.3	-9.1	5.4	-28.0	12.4
4	Cc1ccc(S(=O)(=O)Nc2ccc3c(c2)nc(CCN2CCCCC2)n3C)cc1	-9.2	-2.9	-8.8	2.9	1.9
5	Cc1ccc(C(=O)CCC(=O)N(C)CC(=O)Nc2c(Cl)cccc2Cl)cc1	2.7	11.2	0.4	1.1	0.0
6	CCn1c(SC(C)C(=O)Nc2nccs2)nnc1-c1ccncc1 (configuration not stated)	0.9	23.5*	0.5	-0.7	0.0
7	Cc1ccc2sc(NC(=O)CSc3nc(C)cc(C)c3C#N)nc2c1	1.3	-7.7	-5.4	1.8	-2.6
8	O=C1Nc2ccccc2N=C(c2ccc3c(c2)OCO3)C1N(C(=O)c1ccc2ccccc2c1)C1CC1 (configuration not stated)	34.8*	7.6	-3.0	-2.7	-29.1
9	CN(C)c1ccc(C2/C(=C(/O)c3ccc(Br)cc3)C(=O)C(=O)N2C)cc1 (configuration not stated)	4.8	-3.8	1.5	-8.0	-2.3
10	CCN(Cc1cc2cccc(C)c2[nH]c1=O)C(=O)c1ccccc1OC	-4.1	-16.6	1.4	1.9	4.4
11	CCc1ccccc1NC(=O)CN1CCN(CC(=O)Nc2cc(C)ccc2OC)CC1	-8.5	14.5	2.3	-5.7	0.3
12	O=C(Nc1cccc(NC(=O)c2cccs2)c1)c1ccco1	1.5	2.7	4.7	3.0	0.3
13	COC(=O)c1sccc1NC(=O)C12CC3CC(CC(C3)C1)C2	-1.0	-11.6	2.7	-1.4	2.1
14	CCn1c(SCC(=O)Nc2ccc(NC(=O)c3ccco3)c(OC)c2)nc2ccccc2c1=O	-0.6	-7.1	3.6	6.4	-2.4
15	O=c1cc(N2CCN(Cc3ccccc3)CC2)[nH]c(=O)n1-c1cccc(C(F)(F)F)c1	-2.6	-15.9	-6.0	3.7	-1.6

no.	STEP block	Scp-1 inhibitor	SKN-1 block	Rpn11 block	LMPTP inh
1	-10.4	-4.8	4.9	i	-1.0
2	0.0	-9.8	-10.3	i	-0.2
3	3.8	-1.9	-14.2	i	-0.4
4	1.9	-9.0	5.0	i	3.1
5	-1.0	-4.5	-1.2	i	0.0
6	0.7	-4.8	-3.8	i	-1.8
7	-3.1	-7.8	-5.7	i	0.1
8	-3.1	·	1.3	i	3.4
9	11.5	-4.0	0.6	i	5.3
10	-1.8	0.8	-12.9	i	-1.2
11	-2.3	3.7	-0.7	i	-0.8
12	3.0	-4.3	0.6	i	-0.7
13	-2.4	1.4	-4.8	i	-1.4
14	1.2	17.6	2.9	i	1.3
15	-0.7	-6.3	8.1	i	-2.1

Other records
no.	smiles	NadD block	CendR NRP1 mod	MT1-MMP act inh	SUMO1 PPI mod	DNMT1 block
16	CC(C)C[C@H]1CN=C(N(C)C)N1CCc1cccc(F)c1	-1.7	11.6	1.9	4.4	5.2
17	COc1cc(/C=N/NC(=O)C(=O)N2CCCC2)ccc1O	-3.5	1.5	-0.2	1.3	1.7
18	COc1cc(C2CC(=O)NC(SCC(=O)Nc3ccccc3C)=C2C#N)ccc1O (configuration not stated)	2.9	-2.8	0.7	0.1	-4.2
19	COc1ccc(C(=O)NNC(=O)c2cc(C)nc3ccccc23)cc1	-0.2	-6.0	1.3	-18.6	1.5
20	COc1ccc(S(=O)(=O)N(CC(=O)N/N=C/c2ccccc2C(=O)O)c2ccccc2OC)cc1	14.1	-8.0	-0.9	1.5	0.6
21	O=S(=O)(NC1=NCCCCC1)c1cc(F)ccc1F	-3.8	19.0	5.2	0.2	-2.2
22	Cc1ccc(-c2nc(N)sc2CC(=O)OCC(=O)N2C(C)CCCC2C)cc1 (configuration not stated)	12.6	-11.3	-9.1	-3.1	-11.0
23	Cc1ccc2nc(N3CCN(C)CC3)c(C=O)c(=O)n2c1	-0.8	21.6*	-3.2	-16.9	1.5
24	CCOC(=O)NC(=O)COC(=O)CCCc1nc2ccccc2s1	-3.3	-3.3	·	4.0	4.7
25	O=C(COC(=O)c1ccc(F)cc1F)Nc1ccc2[nH]c(=O)[nH]c2c1	6.2	-6.5	-2.3	7.3	-0.2
26	COc1cccc(/C=C2\SC(=S)N(CCC(=O)NNC(=O)c3ccccc3OC)C2=O)c1	16.8	-3.8	1.5	5.5	0.8
27	FC(F)(F)c1cc(-c2ccco2)nc(NCc2ccccc2)n1	17.8	-18.3	-13.0	6.8	-5.9
28	O=S(=O)(c1ccc(=S)[nH]c1)N1CCCCCC1	3.6	5.1	0.7	-5.3	1.9
29	Cc1ccc(C2=Nc3ccccc3N=C(c3ccco3)C2)c(O)c1	-1.0	-9.7	2.5	0.1	-1.9
30	CSc1ccccc1C(=O)N1CCc2ccc(NC(=O)c3ccccn3)cc2C1	0.5	1.0	0.6	2.8	1.3

no.	STEP block	Scp-1 inhibitor	SKN-1 block	Rpn11 block	LMPTP inh
16	3.7	-0.2	-16.2	i	0.0
17	0.4	-6.6	6.1	i	-0.6
18	-2.0	-8.5	-8.8	i	-0.6
19	1.7	-3.6	2.9	i	-1.0
20	-1.0	5.8	1.1	i	-0.3
21	-0.6	-1.0	4.8	i	1.2
22	0.6	-7.6	10.7	i	-0.4
23	-3.5	-6.0	5.5	i	-2.0
24	-2.4	6.3	5.1	i	-2.2
25	-2.0	16.7	5.5	i	0.4
26	2.5	-5.5	8.2	i	2.1
27	2.0	-13.1	-1.3	i	2.2
28	-5.6	-7.6	12.9	i	-0.7
29	-3.7	-0.1	0.5	i	0.9
30	0.9	·	4.4	i	-1.0

Profiles, quoted from the list.
Profile of FC(F)(F)c1cc(-c2ccco2)nc(NCc2ccccc2)n1 = NadD block: 17.8; CendR NRP1 mod: -18.3; MT1-MMP act inh: -13.0; SUMO1 PPI mod: 6.8; DNMT1 block: -5.9; STEP block: 2.0; Scp-1 inhibitor: -13.1; SKN-1 block: -1.3; Rpn11 block: i; LMPTP inh: 2.2
Profile of CCOC(=O)NC(=O)COC(=O)CCCc1nc2ccccc2s1 = NadD block: -3.3; CendR NRP1 mod: -3.3; MT1-MMP act inh: ·; SUMO1 PPI mod: 4.0; DNMT1 block: 4.7; STEP block: -2.4; Scp-1 inhibitor: 6.3; SKN-1 block: 5.1; Rpn11 block: i; LMPTP inh: -2.2

(further entries)
no.	smiles	NadD block	CendR NRP1 mod	MT1-MMP act inh	SUMO1 PPI mod	DNMT1 block
31	CCc1cc2c3c(c(=O)oc2cc1OC(C)C(=O)O)CCCC3 (configuration not stated)	1.2	-1.7	-1.3	6.1	-0.3
32	CCC(=O)Nc1cc(C)c(OC)c(C)c1	-3.5	-6.9	-0.1	-1.5	1.5
33	COc1ccc2oc(C(=O)Nc3cccc(S(=O)(=O)N4CCOCC4)c3)c(C)c2c1	-1.1	-3.8	4.9	-13.2	0.8
34	C[N+](C)(CCCCCC[N+](C)(C)CCCN1C(=O)c2cccc3cccc(c23)C1=O)CCCN1C(=O)c2cccc3cccc(c23)C1=O	12.7	6.3	-2.0	-33.6	35.7
35	COc1ccc(NC(=O)N(C2CCCCC2)C2CCN(C(C)C)CC2)c(OC)c1	-0.7	1.4	4.9	-4.0	1.8
36	COCCCN1C(=O)C(O)=C(C(C)=O)C1c1cccc(F)c1 (configuration not stated)	-3.4	-34.3	-4.3	-1.8	0.2
37	CN1C(=O)SC(Nc2ccccc2)C1=O (configuration not stated)	-4.4	17.3	-4.4	-1.2	0.8
38	CCOC(=O)c1cc2occc2n1CC(=O)Nc1ccc(OC)cc1OC	-3.8	2.8	3.1	21.8	0.1
39	COc1ccc(NCc2nn(CC(=O)c3ccc(Br)cc3)c3[n+]2CCCCC3)cc1	6.6	-11.3	-12.2	-38.1	-3.4
40	COc1ccc(C(=O)NCc2cc(C)nc3ccccc23)cc1	1.3	0.3	0.1	-2.6	-1.7

no.	STEP block	Scp-1 inhibitor	SKN-1 block	Rpn11 block	LMPTP inh
31	-0.3	4.4	7.6	i	-1.1
32	-3.2	2.6	5.0	i	-1.1
33	1.1	-8.0	7.6	i	3.1
34	5.8	18.6	-4.2	i	9.5
35	1.1	-1.9	-17.9	i	-0.8
36	1.3	-2.6	-10.4	i	0.2
37	-4.9	-10.1	-18.2	i	-1.5
38	-2.3	-10.2	6.4	i	-1.5
39	0.9	-8.9	14.7	i	2.0
40	2.1	-1.1	-4.4	i	0.4

Taken from above.
Under MT1-MMP act inh, #38 shows 3.1
Under SUMO1 PPI mod, #34 shows -33.6
Under LMPTP inh, #40 shows 0.4
